Assay outcomes from PubChem BioAssay.
T cruzi growth: T. cruzi intracellular proliferation inhibitors, primary screen, cell-based, beta-gal Tulahuen parasites, NIH3T3 host, luminescence | T. cruzi beta-gal in NIH3T3, GalScreen luminescence, 90 h | inhibition, % at 8.34 µM | hit rate 5.9% among 77,000 | AID 624255, 2012;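 active = mean inhibition above about 93%, with at least 55% of replicates each passing it, limit read from the data, passing the limit was not always enough; inconclusive = only one of those two conditions holds; inactive = neither condition holds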
C diff HTS: C. difficile growth inhibitors, primary screen, HTS | Clostridium difficile clinical isolate growth, OD600, 24 h; stronger effect = lower value | growth activity, negative = inhibition, % at 16 µg/mL (by protocol) | hit rate 0.25% among 86,000;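 active = mean growth activity at or below -80% and every replicate also at or below -80%; inconclusive = mean at or below -80% but some replicate above -80%; inactive = mean growth activity above -80%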;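 also: 0% = DMSO wells and -100% = levofloxacin 16 µg/mL wells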
Pf Dd2 growth: P. falciparum Dd2 growth inhibitors, primary screen, SYBR Green fluorescence, single dose replicates; activity change, % at 10 µM; hit rate 2.3% among 94,000; AID 1159554, 2015; 72 h; stronger effect = lower value; in the data active = activity change below about -80%; inconclusive = no clear call, values can overlap the other calls
GASC1 inh: inhibitors of GASC-1 (KDM4C) histone demethylase, primary screen, biochemical, single concentration HTS; hit rate 0.15% among 96,000; Lysine-specific demethylase 4C (Homo sapiens), Q9H3R0; inhibition, % at 12.5 µM; GST-KDM4C 2-372, H3K9me3 peptide, LANCE TR-FRET;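 active = mean replicate inhibition above about 25%, with at least 55% of replicates also reaching it, limit read from the data, passing the limit was not always enough; inconclusive = only one of those two conditions met; inactive = neither condition met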
Target sequence (Q9H3R0 2-372 limits assumed): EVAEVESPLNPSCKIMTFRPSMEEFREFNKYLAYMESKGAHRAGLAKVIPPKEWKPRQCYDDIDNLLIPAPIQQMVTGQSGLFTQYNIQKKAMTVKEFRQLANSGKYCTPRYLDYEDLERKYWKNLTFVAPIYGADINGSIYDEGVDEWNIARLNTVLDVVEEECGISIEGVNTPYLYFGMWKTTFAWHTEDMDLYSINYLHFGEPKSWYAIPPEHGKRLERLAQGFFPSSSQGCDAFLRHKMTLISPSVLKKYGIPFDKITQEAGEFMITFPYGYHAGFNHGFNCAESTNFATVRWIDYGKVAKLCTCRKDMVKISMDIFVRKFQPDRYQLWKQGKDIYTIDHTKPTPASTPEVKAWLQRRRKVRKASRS
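System: N-terminal GST-fused human GASC-1 (KDM4C) fragment, residues 2-372; amount: enzyme final amount 10 nM; incubation: reaction 30 min RT, detection step 1 h RT; medium: HEPES buffer, pH 7.5, plus ascorbate; technique: LANCE TR-FRET, Eu antibody, ULight-streptavidin, EDTA, ex 340 nm, em 618/671 nm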
* hit, by the source's call; ? = inconclusive; / = no result given; & = joins results of further samples.

Results follow in this order: T cruzi growth	C diff HTS	Pf Dd2 growth	GASC1 inh
Cc1cc(C(=O)Nc2cccc3c2O[C@H](CN(C)C)[C@H](C)CN([C@@H](C)CO)C3=O)n(C)n1
    ?	2	11	1.2
CS(=O)(=O)N1[C@H](C#N)[C@@H](c2ccc(C#CC3CCCC3)cc2)[C@@H]1CO
    92	1	-5	-4.0
O=C(Cc1ccncc1)NCC[C@H]1CC[C@H](NC(=O)Nc2cccc(F)c2)[C@H](CO)O1
    -32	7	19	1.1
COCC(=O)Nc1ccc2c(c1)OC[C@H](C)N(C(=O)c1ccccc1)C[C@H](C)[C@@H](OC)CN(C)C2=O
    26	/	19	0.8
COc1cccc(CN2C[C@@H]3N[C@H](C2)C3c2ccc(-c3cccc(C#N)c3)cc2)c1 (stereo partly drawn)
    /	43&37	?	-1.1&-1.7
CO[C@@H]1CN(C)C(=O)c2cc(NS(C)(=O)=O)ccc2OC[C@H](C)N(C(=O)C2CCOCC2)C[C@H]1C
    7	/	18	0.1
CCCN1[C@H](C(=O)N2CCOCC2)[C@@H](CO)[C@@H]2Cn3c(ccc(-c4ccccc4F)c3=O)[C@@H]21
    49	2	-11	-0.6
COc1ccccc1NC(=O)N[C@H]1C=C[C@@H](CC(=O)N[C@@H](C)c2ccccc2)O[C@@H]1CO
    4	/	11	-1.4
Cc1ccc(S(=O)(=O)N(C)C[C@H]2OCCCC[C@H](C)Oc3ccc(NC(=O)Cc4ccccc4)cc3C(=O)N([C@H](C)CO)C[C@@H]2C)cc1
    43	/	-76	0.1
O=C(NC1CCCCC1)N[C@@H]1C=C[C@@H](CC(=O)N2CCOCC2)O[C@@H]1CO
    -2	-1	14	2.3

5 records drawn at random from those above, as already listed:
Results follow in this order: T cruzi growth	C diff HTS	Pf Dd2 growth	GASC1 inh
CO[C@@H]1CN(C)C(=O)c2cc(NS(C)(=O)=O)ccc2OC[C@H](C)N(C(=O)C2CCOCC2)C[C@H]1C
    7	/	18	0.1
COc1cccc(CN2C[C@@H]3N[C@H](C2)C3c2ccc(-c3cccc(C#N)c3)cc2)c1 (stereo partly drawn)
    /	43&37	?	-1.1&-1.7
Cc1cc(C(=O)Nc2cccc3c2O[C@H](CN(C)C)[C@H](C)CN([C@@H](C)CO)C3=O)n(C)n1
    ?	2	11	1.2
Cc1ccc(S(=O)(=O)N(C)C[C@H]2OCCCC[C@H](C)Oc3ccc(NC(=O)Cc4ccccc4)cc3C(=O)N([C@H](C)CO)C[C@@H]2C)cc1
    43	/	-76	0.1
O=C(NC1CCCCC1)N[C@@H]1C=C[C@@H](CC(=O)N2CCOCC2)O[C@@H]1CO
    -2	-1	14	2.3

(more compounds)
Results follow in this order: T cruzi growth	C diff HTS	Pf Dd2 growth	GASC1 inh
C/C=C/c1ccc2c(c1)O[C@@H](CN(C)C(=O)Cc1cccnc1)[C@@H](C)CN([C@@H](C)CO)S2(=O)=O
    /	0	-62	-1.0
O=C(CN1CCOCC1)N1CC[C@@H]2[C@H](CO)Nc3ccc(-c4ccccc4)cc3[C@@H]21
    86	-5	14	0.8
C[C@H](CO)N1C[C@H](C)[C@H](CN(C)Cc2ccc(C(=O)O)cc2)OCc2ccccc2-c2ccccc2C1=O
    42	/	-23	-0.1
COc1ccc(NC(=O)N(C)C[C@H]2Oc3ncc(C#C[C@H](C)O)cc3C(=O)N([C@@H](C)CO)C[C@@H]2C)cc1
    60	4	16	1.2
C[C@@H]1CCCCO[C@@H](CN(C)Cc2ccc(C(F)(F)F)cc2)[C@@H](C)CN([C@@H](C)CO)C(=O)c2cc(NS(=O)(=O)c3ccc(F)cc3)ccc2O1
    73	10	-34	-0.9
C[C@@H]1CN([C@H](C)CO)S(=O)(=O)c2ccc(C#CC3(O)CCCC3)cc2O[C@@H]1CN(C)C(=O)c1cccnc1
    20	2	23	-1.3
Cc1noc(C)c1S(=O)(=O)N(C)C[C@@H]1Oc2c(NS(=O)(=O)c3cn(C)cn3)cccc2C(=O)N([C@H](C)CO)C[C@@H]1C
    12	-5	10	1.1
COc1ccc(S(=O)(=O)N[C@H]2CC[C@@H](CC(=O)NCCc3ccncc3)O[C@H]2CO)cc1
    -49	-2	2	-1.8
C[C@@H]1CCCCO[C@@H](CN(C)S(=O)(=O)c2ccc(Cl)cc2)[C@@H](C)CN([C@H](C)CO)C(=O)c2cc(NC(=O)c3ccccc3)ccc2O1
    87	8	-72	-0.7
O=C(N[C@@H]1CC[C@H](CC(=O)N2CCc3ccccc3C2)O[C@@H]1CO)C1CCOCC1
    49	/	17	-0.4

The list goes on.
Results follow in this order: T cruzi growth	C diff HTS	Pf Dd2 growth	GASC1 inh
CCC(=O)N(C)C[C@@H]1Oc2ncc(C#CC(C)C)cc2C(=O)N([C@H](C)CO)C[C@H]1C
    /	2	15	-0.8
C[C@H]1CN([C@@H](C)CO)C(=O)c2cc(NS(=O)(=O)c3ccc(Cl)cc3)ccc2O[C@@H]1CN(C)Cc1ccc(C(F)(F)F)cc1
    ?	29	-14	-1.4
CO[C@@H]1CN(C)C(=O)c2ccc(NC(=O)NC(C)C)cc2OC[C@@H](C)N(Cc2ccc(-c3ccccn3)cc2)C[C@@H]1C
    /	/	-35	-0.3
Cc1ccc(S(=O)(=O)N2CC[C@@H]3[C@H](CO)N(C)c4ccc(C#Cc5cccnc5)cc4[C@@H]32)cc1
    18	-7	-42	-0.6
CNC[C@H]1Oc2ncc(C#CC3CCCC3)cc2C(=O)N([C@H](C)CO)C[C@H]1C
    26	5	-53	1.6
C[C@H]1CN([C@@H](C)CO)C(=O)c2cc(-c3cncnc3)cnc2O[C@@H]1CN(C)Cc1ccc(Oc2ccccc2)cc1
    /	-14	-1	1.6
O=C(Cc1ccccc1)N1CC(=O)N2[C@H](C1)[C@@H](c1ccc(-c3ccc(F)cc3)cc1)[C@@H]2CO
    /	-4	-11	-0.3
CO[C@H]1CN(C)C(=O)c2cc(NC(=O)C3CC3)ccc2OC[C@@H](C)N(CCC(F)(F)F)C[C@H]1C
    33	/	-4	0.0
O=C(Nc1ccccc1F)N1CC(=O)N2[C@@H](CO)[C@H](c3ccc(C#Cc4ccccc4)cc3)[C@@H]2C1
    /	3	-22	4.7
COc1cccc(-c2ccc([C@@H]3[C@@H](CO)N4C(=O)CN(C(=O)C5CC5)C[C@H]34)cc2)c1
    /	-4	-13	1.6

(listing goes on)
Results follow in this order: T cruzi growth	C diff HTS	Pf Dd2 growth	GASC1 inh
CC(=O)NC[C@@H]1[C@@H](c2ccc(-c3ccccc3F)cc2)[C@@H](CO)N1C(C)=O
    -7	1	-6	3.0
CCCNC(=O)N1CC2(C1)[C@@H](c1ccccc1)[C@H](CO)N2CC1CC1
    /	5	12	-0.8
O=S(=O)(c1cccs1)N1CCCCN2[C@@H](CO)[C@@H](c3ccc(-c4ccccc4)cc3)[C@@H]2C1
    93	56	-28	-3.4
CCCC#Cc1cnc2c(c1)C(=O)N([C@H](C)CO)C[C@H](C)[C@H](CN(C)C(=O)c1ccc(F)cc1)O2
    11	2	-19	1.3
C[C@H]1CN([C@@H](C)CO)S(=O)(=O)c2ccc(Br)cc2O[C@H]1CN(C)C(=O)CC1CC1
    7	2	-10	0.6
C[C@@H]1CN([C@@H](C)CO)S(=O)(=O)c2ccc(C#C[C@@H](C)O)cc2O[C@@H]1CN(C)Cc1cncnc1
    -68	-11	42	16
Cc1ccc(S(=O)(=O)N(C)C[C@H]2Oc3c(cccc3N(C)C)C(=O)N([C@@H](C)CO)C[C@H]2C)cc1
    102*	3	-40	2.2
CC(C)NC(=O)N(C)C[C@@H]1OCc2ccccc2-c2c(n(C)c3ccccc23)C(=O)N([C@@H](C)CO)C[C@H]1C
    -51	/	16	1.1
COCC(=O)N1[C@H](C#N)[C@@H](c2ccc(-c3cccnc3)cc2)[C@@H]1CO
    90	-13	35	-2.2
CCNC(=O)C[C@H]1CC[C@@H]2[C@H](COc3ccc(NC(=O)C4CCCCC4)cc3C(=O)N2C)O1
    -13	0	11	2.0

The listing continues.
Results follow in this order: T cruzi growth	C diff HTS	Pf Dd2 growth	GASC1 inh
CCCNC(=O)N(C)C[C@@H]1Oc2cc(C#CCOC)ccc2S(=O)(=O)N([C@@H](C)CO)C[C@H]1C
    -25	0	14	-0.5
CS(=O)(=O)Nc1ccc2c(c1)[C@H]1C[C@@H](CC(=O)NCc3ccccc3)O[C@H](CO)[C@H]1O2
    21	/	16	-1.4
C[C@@H]1CN([C@H](C)CO)C(=O)c2ccccc2-c2ccccc2CO[C@H]1CN(C)C(=O)c1ccncc1
    50	-1	20	1.9
CNC[C@H]1OCCCC[C@H](C)Oc2ccc(NC(=O)Nc3c(C)noc3C)cc2C(=O)N([C@@H](C)CO)C[C@@H]1C
    -9	2	20	4.3
C[C@H]1CN([C@@H](C)CO)C(=O)c2cc(NC(=O)Nc3ccccc3)ccc2O[C@H]1CN(C)C(=O)Nc1ccccc1
    3	-4	-8	2.1
CC(C)CC#Cc1ccc2c(c1)O[C@@H](CN(C)Cc1ccccc1)[C@H](C)CN([C@@H](C)CO)S2(=O)=O
    125*	12	-56	0.5
COc1cccc(-c2ccc3c(c2)O[C@H](CN(C)C(=O)C2CCOCC2)[C@H](C)CN([C@H](C)CO)S3(=O)=O)c1
    /	3	-4	-1.3
Cc1noc(C)c1NC(=O)N(C)C[C@@H]1OCCCC[C@H](C)Oc2ccc(NS(=O)(=O)c3c(C)noc3C)cc2C(=O)N([C@@H](C)CO)C[C@H]1C
    -26	-2	13	2.1
COCC(=O)Nc1ccc2c(c1)C(=O)N(C)C[C@H](OC)[C@H](C)CN(CCC(F)(F)F)[C@@H](C)CO2
    24	/	-6	-1.7
CNC[C@@H]1Oc2ccc(NC(=O)CCC(F)(F)F)cc2CC(=O)N([C@H](C)CO)C[C@@H]1C
    -14	3	5	-0.6

New compounds follow
Results follow in this order: T cruzi growth	C diff HTS	Pf Dd2 growth	GASC1 inh
CCC(=O)N1C[C@H](C)[C@@H](OC)CN(C)C(=O)c2ccc(NC(=O)Nc3ccc(Cl)cc3)cc2OC[C@H]1C
    52	/	16	1.8
OC[C@H]1[C@H](c2ccc(C3=CCCC3)cc2)[C@H]2CN(CCC(F)(F)F)CCCCN21
    74	-3	30	/
O=C(C[C@@H]1C[C@H]2c3cc(NC(=O)NC4CCCCC4)ccc3O[C@H]2[C@@H](CO)O1)NCc1cccnc1
    -24	-1	9	0.0
Cc1noc(C)c1NC(=O)N(C)C[C@H]1Oc2ccc(NC(=O)Nc3cccc4ccccc34)cc2C(=O)N([C@@H](C)CO)C[C@@H]1C
    5	-11	25	-0.6
C[C@@H]1CN([C@H](C)CO)C(=O)c2cc(NS(C)(=O)=O)ccc2O[C@@H]1CN(C)C
    /	3	12	1.6
O=C(C1CC1)N1CC2(C1)[C@H](c1ccccc1)[C@@H](CO)N2Cc1cncnc1
    /	-6	17	0.6
CCCC#Cc1cnc2c(c1)C(=O)N([C@@H](C)CO)C[C@@H](C)[C@@H](CN(C)C(=O)Nc1ccc(OC)cc1)O2
    19	9	-24	3.5
C/C=C/c1ccc2c(c1)O[C@@H](CN(C)C(=O)c1cccc(F)c1)[C@H](C)CN([C@H](C)CO)S2(=O)=O
    48	10	-49	-1.6
O=C(c1cccnc1)N1CC(=O)N2[C@H](C1)[C@H](c1ccc(-c3cccnc3)cc1)[C@@H]2CO
    /	-8	-20	1.1
O=C(NCC1CCCCC1)[C@@H]1[C@@H](CO)[C@@H]2Cn3c(ccc(-c4ccncc4)c3=O)[C@H]1N2
    13	0	5	0.5

One compound at a time, as listed above. Order of values: T cruzi growth, C diff HTS, Pf Dd2 growth, GASC1 inh
Cc1ccc(S(=O)(=O)N2CC[C@@H]3[C@H](CO)N(C)c4ccc(C#Cc5cccnc5)cc4[C@@H]32)cc1 in the list: 18, -7, -42, -0.6
CC(C)NC(=O)N(C)C[C@@H]1OCc2ccccc2-c2c(n(C)c3ccccc23)C(=O)N([C@@H](C)CO)C[C@H]1C in the list: -51, /, 16, 1.1

More records follow.
Results follow in this order: T cruzi growth	C diff HTS	Pf Dd2 growth	GASC1 inh
CC(C)[C@H](C)NC(=O)N(C)C[C@H]1OCc2ccccc2-c2ccccc2C(=O)N([C@H](C)CO)C[C@@H]1C
    -56	4	23	0.2
O=C(C[C@@H]1C[C@@H]2c3cc(NC(=O)Cc4ccncc4)ccc3O[C@@H]2[C@H](CO)O1)NCc1cc(F)ccc1F
    19	-2	-7	-1.8
O=C(c1cccnc1)N1C[C@@H]2[C@H](c3ccccc31)[C@H](CO)N2C(=O)Nc1ccccc1Cl
    4	-2	5	1.2
CO[C@H](CN(C)S(=O)(=O)c1cccc(Cl)c1)[C@H](C)CN([C@@H](C)CO)S(=O)(=O)c1cccc(Cl)c1
    99*	/	-52	-1.1
COCC(=O)N1[C@H](C#N)[C@@H](c2ccc(C3=CCCCC3)cc2)[C@@H]1CO
    86	2	10	-0.4
C/C=C/c1ccc2c(c1)O[C@@H](CN(C)C(=O)c1ccccc1)[C@H](C)CN([C@@H](C)CO)S2(=O)=O
    /	3	-30	-1.2

This is a random part of the collection; 6.8% or so of the library scored in one or more.
